Compound activity (PubChem)
HDAC3 inhib: blocks human histone deacetylase 3; O15379; recombinant HDAC3, fluorogenic peptide/trypsin coupled, fluorescence; inhibition, % at 8.3 µM; 320,000 tested, 0.15% active; in the data active = inhibition above about 26%, passing the limit was not always enough; inconclusive = no clear call, values can overlap the other calls
Target sequence (O15379 whole entry, looked up): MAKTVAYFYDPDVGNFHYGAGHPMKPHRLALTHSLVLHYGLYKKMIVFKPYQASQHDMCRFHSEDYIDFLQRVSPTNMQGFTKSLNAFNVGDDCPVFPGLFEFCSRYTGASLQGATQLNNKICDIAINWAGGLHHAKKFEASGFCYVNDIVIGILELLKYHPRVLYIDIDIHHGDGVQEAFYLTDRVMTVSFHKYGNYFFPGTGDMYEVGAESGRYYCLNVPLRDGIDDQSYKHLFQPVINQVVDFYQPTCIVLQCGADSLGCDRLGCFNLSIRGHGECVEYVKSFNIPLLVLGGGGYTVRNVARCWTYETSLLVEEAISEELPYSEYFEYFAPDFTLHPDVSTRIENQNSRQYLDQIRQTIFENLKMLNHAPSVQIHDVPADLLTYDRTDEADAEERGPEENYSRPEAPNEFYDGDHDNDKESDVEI
HSF1 activator: increases HSF-1 driven luciferase reporter signal | NIH3T3-HGL HSF-1 luciferase reporter, MG132, 8 h; 100% = twice DMSO control signal | activation, % at 9 µM | 300,000 tested, 1.7% active;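 active = mean replicate activation of at least 50% with a set share of replicates each reaching 50%; inconclusive = only one of those two conditions met; inactive = mean below 50% and too few replicates reaching it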;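 note: 0% = median of the neutral control wells and 100% = twice that signal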
IEC-6 cytotox: counter-screen for KLF5 inhibitors: cytotoxicity in IEC-6 cells. IEC-6 cytotoxicity, luminescence viability. inhibition, % at 5 µM. 290,000 tested, 0.78% active. AID 1825; in the data active = inhibition above about 22%;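 note: 0% = plate median of test compound wells and 100% = cytotoxic reference compound wells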
HSP90 inh: blocks HSP90-mediated luciferase refolding in reticulocyte lysate; Rabbit reticulocyte lysate, luciferase refolding luminescence, 3 h; inhibition, % at 5.6 µM; 290,000 tested, 0.91% active; AID 1789;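 active = inhibition above the screen-wide mean plus 3 SD, computed separately per campaign, cut at about 16% in these data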;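 note: 0% = DMSO wells and 100% = 60 µM geldanamycin wells; inhibitors lower the luminescence because luciferase stays unfolded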
HSF1 inh: HSF1 inhibition. 300,000 tested, 0.77% active. activity change, negative = inhibition, % at 7.5 µM (by protocol). AID 2098. NIH3T3-HGL HSE-luciferase, MG132-induced, luminescence 8 h; hits give low values;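 active = more than half of replicate wells show activity change below -50%, luminescence cut by over half; inconclusive = some wells, but at most half, below -50%; inactive = no replicate well below -50%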;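 note: luciferase reports HSF-1 transcriptional activity via heat shock element; 0% = median of DMSO wells and -100% = zero luminescence signal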
Platelet DG rel: platelet dense granule release activity | human platelet-rich plasma, SFLLRN dense granule ATP release, luminescence | inhibition, %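 (compounds screened at 7.5 µM in platelet-rich plasma)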 | 300,000 tested, 0.22% active | AID 1663;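 active = mean replicate score, as percent of positive control, at or above 50; inconclusive = mean below 50 but at least one replicate at or above 50; inactive = mean and every replicate below 50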
aSyn UTR inh: 5' untranslated region of α-synuclein, MLPCN primary screen. alpha-synuclein 5'UTR reporter, inhibitor activity. inhibition, % (tested at 7.5 µM). 300,000 tested, 0.82% active; in the data active = inhibition above about 60%; inconclusive = no clear call, values can overlap the other calls;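 note: H4 neuroglioblastoma cells stably carrying SNCA 5'UTR luciferase fusion; 0% = DMSO wells and 100% = positive control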
KLF5 inhibitor: inhibitors of KLF5 expression. AID 1700. 290,000 tested, 0.23% active. DLD-1 KLF5 promoter-luciferase reporter, luminescence. inhibition, % at 5 µM;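 active = inhibition above a per-plate limit of that plate's mean compound inhibition plus 3 SD, cut at about 60% in these data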;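 note: 0% = DMSO wells and 100% = LY294002 at 200 µM; higher means less KLF5 promoter-driven luciferase light; inactives centre near -14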
AI-2 QS modul: modulators of Vibrio harveyi AI-2 quorum sensing system; Vibrio harveyi JMH597 AI-2 luminescence/OD600 ratio, 9 h; hits give low values; strain lacks LuxN and CqsS sensors; 0 = neutral-control median; activity change, % at 7.5 µM; 300,000 tested, 0.4% active; in the data active = activity change below about -75%, passing the limit was not always enough; inconclusive = no clear call, values can overlap the other calls;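 note: luminescence divided by OD600 gain over 9 h not by final OD600 alone; inactives centre near 13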
HIF act: HIF pathway transcriptional activation; AID 1910; activation, % at 7.5 µM (by protocol); 300,000 tested, 0.32% active; U2OS HRE-luciferase reporter, luminescence; normalized: DMSO 0%, desferrioxamine 100%;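 active = mean activation of at least 10% of the iron chelator positive control signal, with at least half of replicates also reaching 10%; inconclusive = mean and replicate majority disagree about reaching 10%; inactive = mean and most replicates under 10%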
An asterisk follows results filed as active; ? = inconclusive; · = no result given.

Results follow in this order: HDAC3 inhib, HSF1 activator, IEC-6 cytotox, HSP90 inh, HSF1 inh, Platelet DG rel, aSyn UTR inh, KLF5 inhibitor, AI-2 QS modul, HIF act
Cc1ccccc1-n1ncc2c1CC(C)(C)CC2NC(=O)CCN1CCCCC1=O (centres undefined)
→ 5, 5, -6, -2, -1, -2, -5, -22, 19, 1.0
COc1ccc(C2C(Oc3ccccc3)C(=O)N2c2cc(C)ccc2C)cc1OC (centres undefined)
→ 10, ?, 1, 3, 23, -12, 8, 2, 19, -0.2
COc1ccc(CNC(=O)c2c(O)c3ccccc3n(C)c2=O)cc1
→ -11, 10, -2, 5, 4, -1, -8, -24, 24, 0.1
COc1ccc(NC(=O)C2COc3ccccc3O2)cc1 (centres undefined)
→ 6, 37, -5, -1, 3, -6, -133, -94, 10, -23
C=CCCCCCCCCc1nc(SCC(C)=O)n[nH]1
→ 5, -14, 4, -4, -1, 0, 1, -26, 16, -1.2
CC1CC(C)(C)NC(=S)N1CCC(=O)N1CCN(Cc2ccccc2)CC1 (centres undefined)
→ -5, -2, 1, 9, -10, 10, 1, -17, 17, 0.1
COc1ccc(C(=O)NCC(=O)N2CCN(C(=O)c3ccco3)CC2)cc1
→ -1, -4, 7, 0, -4, -4, 4, 4, 9, -0.2
CCOC(=O)N1CCC(Nc2cc(C)nc3c(-c4ccccc4OC)c(C)nn23)CC1
→ 6, 2, 4, 1, 4, -3, 15, -12, 36, -0.4
O=C(NC1CCCCC1)C(c1cccnc1)N(CCc1ccccc1)C(=O)Cc1cccs1 (centres undefined)
→ -5, 6, 3, 1, -1, -1, -8, -1, 22, -0.5
Cc1cc(C)c(C(=O)Nn2c(C)nc3ccccc3c2=O)cc1C
→ 0, 6, 0, 1, 3, -2, -2, -49, 4, 0.9
CN(C(=O)/C=C/c1ccc([N+](=O)[O-])s1)c1ccccc1
→ 3, 23, 2, 2, 15, -3, -82, -4, 31, -1.8
O=S(=O)(Nc1cccc(-c2ccc3nncn3n2)c1)c1cccc(F)c1
→ -8, -3, ·, ·, 9, 1, 23, ·, 10, -1.0
Cc1ccnc(NC(=O)CCC(=O)N(CC(=O)NC2CCCCC2)Cc2ccccc2)c1
→ 4, 13, -11, -2, -8, -3, -18, 15, 1, -0.3
COc1ccc(N(C)S(=O)(=O)c2cccc(C(=O)NC3CCCC3)c2)cc1
→ 7, -19, -2, 6, 3, -4, 18, -35, 20, -0.5
NC(=O)C1CCN(C(=O)/C=C/c2ccccc2[N+](=O)[O-])CC1
→ 5, 2, -4, 1, 3, 1, 14, -12, 13, 0.2
O=C(Nc1ccc([N+](=O)[O-])cn1)c1ccc(Br)o1
→ 14, 0, -1, 5, -1, 9, -60, -10, 32, 1.4
CC(=O)C1=C(O)C(=O)N(c2ccccn2)C1c1ccc(Cl)cc1 (centres undefined)
→ 7, 6, 0, 0, 3, 1, -8, -36, 9, 0.4
O=C(CSc1nccn1Cc1ccccc1)Nc1nccs1
→ -1, 19, -1, -5, 24, 1, -38, -26, 14, 0.5
Cc1cc([N+](=O)[O-])nn1Cc1c(F)c(F)c(F)c(F)c1F
→ 0, -1, 6, 6, 10, 3, 17, 14, 10, -0.9
O=C(CN1CCN(c2ccccc2F)CC1)Nc1nnc(C(F)(F)F)s1
→ -3, 6, 3, 2, 1, 19, -15, -25, 1, -0.5
CCCNC(=O)Nc1ccc(NC(C)=O)cc1
→ -1, -6, -5, -4, -7, -4, 10, -24, 14, 0.0
Cc1cc(SCc2ccc(Cl)c(Cl)c2)nc(=O)[nH]1
→ -7, 21, 3, -4, 3, -1, -32, -31, 28, 1.3
O=c1c2cn[nH]c2[nH]c(=S)n1-c1cccc(Cl)c1
→ -1, -1, 3, 0, 5, 14, 1, -4, 16, 0.6
Cn1c2c(c(=O)n(C)c1=O)C(NC(=O)C(C)(C)C)(C(F)(F)F)C(=O)N2 (centres undefined)
→ 1, -3, -1, -4, 3, 7, -16, 10, 19, 0.7
CCN(CCO)C(=O)c1ccc2nc(Cc3ccc(OC)cc3)oc2c1
→ 0, 4, 3, 3, -8, -4, 3, -14, 33, 0.5
O=C(NC1CCN(Cc2ccccc2)CC1)c1ccc2c(c1)[nH]c(=O)n2Cc1ccc(F)cc1
→ -1, ·, 7, 0, ·, 6, 14, -22, 18, -0.2
CN(C)CCCOC(=O)c1ccccc1Cl
→ -3, 10, 0, 0, 3, 2, 11, -18, 12, -0.5
C/[N+]([O-])=C\c1coc2ccccc2c1=O
→ 1, -17, 0, 3, -4, 5, -12, -7, 18, 0.8
O=C(NCC1CCCO1)c1ccc(NC(=O)C2CC=CCC2C(=O)O)cc1 (centres undefined)
→ 1, 9, 5, -1, 5, -17, -4, 6, 19, -0.5
O=C(OCC(=O)N1CCN(c2ccccc2)CC1)c1nc(Cl)ccc1Cl
→ -2, -4, ·, ·, -6, -4, -8, ·, ·, -0.4
CC(C)(C)NC(=O)CN(C(=O)C(=O)Nc1ccc2c(c1)OCCO2)N1CCOCC1
→ -2, -20, 8, 1, -6, 6, 0, -9, -10, 0.0
COCC(=O)NC1CC(C)(C)Cc2c1cnn2-c1ccc(F)cc1 (centres undefined)
→ 3, -1, -2, 0, 3, -2, 1, -25, 1, -1.1
COCCOc1ccc(C(F)(F)F)cc1NC(=O)CN1C(=O)NC2(CCc3ccccc32)C1=O (centres undefined)
→ 4, -5, ·, ·, 0, -2, 13, ·, 10, 0.0
CS(=O)(=O)c1ccccc1-c1nc(-c2cccc(Cl)c2)no1
→ -1, 8, -1, -2, 8, 12, -30, -31, 4, 1.1
COC(=O)C(Cc1ccc(OC(=O)c2ccccc2Cl)cc1)N1Cc2ccccc2C1=O (centres undefined)
→ 1, -6, 0, -1, 9, -17, -88, -74, 18, 3.0
CCOC(=O)CSc1nnc(-c2ccc(OC)cc2OC)o1
→ 5, -28, -5, 3, -14, -5, 26, -23, 14, -0.7
Cc1cc(Oc2nc3ccccn3c(=O)c2/C=C(\C#N)C(=O)NC2CCS(=O)(=O)C2)ccc1Cl (centres undefined)
→ -13, 60*, 3, 8, 42, 16, -3, 4, ·, 0.7
COc1ccc2cc3cc(C(=O)NCc4ccco4)oc3nc2c1
→ -15, 11, 0, 4, 1, -3, -18, -26, 11, 1.2
OCC1(Cc2ccccc2)CCN(Cc2cc3ccccc3o2)CC1
→ 3, 4, -2, 1, -7, 6, -6, -6, -13, -1.1
O=C(Nc1ccccc1)C12CC3CC(C1)CC(n1cnc([N+](=O)[O-])n1)(C3)C2
→ -2, -2, -1, -2, -2, 7, 12, -20, 9, 0.4
N#C/C(=C\C=C\c1ccccc1)C(=O)N1CCCC1
→ 10, 9, 3, 1, 7, -1, -41, -27, 13, -0.3
Cc1nc2ccccn2c1C(=O)NC1CCCc2ccccc21 (centres undefined)
→ -3, -9, -1, -1, -4, 10, -32, -6, 14, 0.3
NC(=O)CSc1nnc(NC(=O)c2ccc(Br)o2)s1
→ 12, 9, -6, -9, -1, 6, 8, -33, 14, 0.6
O=C(Nc1nnc(SCc2ccccc2)s1)c1cccs1
→ -5, 21, 9, -1, 3, 5, -67, -41, 24, -1.2
COc1cccc(-c2nc(N3CC(C)CC(C)C3)c3ccccc3n2)c1O (centres undefined)
→ ·, 2, 0, 2, -5, -16, 6, -27, 14, -0.1
CN(Cc1ccccc1)C(=O)COC(=O)c1cc(NS(=O)(=O)c2cccs2)ccc1O
→ 2, 13, 0, -2, -3, 1, 6, -41, -8, -1.1
Cc1ccc(C(=O)C(C)OC(=O)CNC(=O)c2ccc(Br)o2)cc1 (centres undefined)
→ 3, -25, ·, ·, -5, -3, 6, ·, -13, 0.1
CCn1cc(C(=O)NCc2ccco2)c(=O)c2cc(S(=O)(=O)N3CC(C)CC(C)C3)ccc21 (centres undefined)
→ -1, 20, 10, -1, -2, 4, 82*, -4, 7, -1.2
Cc1ccc(CN2C(=O)CCC2C(=O)NCCCN2CCCC(C)C2)cc1 (centres undefined)
→ -2, -8, -10, -5, -5, 2, 7, -3, 27, -0.3
Cc1ccc2cc3cc(C(=O)NCCCN4CCCC4=O)oc3nc2c1
→ -63, -13, 8, 0, -2, 8, 8, -17, 7, 0.7

(more compounds)
Results follow in this order: HDAC3 inhib, HSF1 activator, IEC-6 cytotox, HSP90 inh, HSF1 inh, Platelet DG rel, aSyn UTR inh, KLF5 inhibitor, AI-2 QS modul, HIF act
Cc1cccc(-n2c(O)c(C=Nc3ccc4c(c3)OCO4)c3ccccc3c2=O)n1
→ -3, 3, -7, 1, 2, 8, 1, -7, 38, 1.3
CC(C)CCN(CCC(C)C)C/C(O)=C(\C#N)c1nc(-c2ccccc2)cs1
→ -1, 1, -3, 0, -4, -6, 12, -5, 21, -0.5
Cc1sc2ncnc(OCC(=O)NC(C)C(C)C)c2c1C (centres undefined)
→ -4, 1, -1, -3, 1, -1, 9, -38, 10, -0.2
O=C(O)COc1ccc2c3c(c(=O)oc2c1)CCC3
→ -34, -12, 3, -1, -1, -8, -8, -11, 32, -0.7
Cc1ccccc1-c1nnc(SCC(=O)Nc2c(C)n(C)n(-c3ccccc3)c2=O)o1
→ -8, 8, 4, 0, 4, 1, 7, -11, 14, -0.4
CN1CCN(C(c2ccc(C(F)(F)F)cc2)c2ccc3cccnc3c2O)CC1 (centres undefined)
→ 5, 36, 2, 2, 3, 5, 46, 48, ·, 5.0
c1ccc(-c2csc(N3CCCCCC3)n2)cc1
→ -1, -1, -1, -2, 1, ·, -139, -15, -3, 1.2
COc1ccc(CCNC(=O)C2CCN(C(=O)c3ccc([N+](=O)[O-])cc3)CC2)cc1
→ ·, -21, 3, 2, -7, -1, 5, -45, 6, -0.3
CN(C)c1ccc(C(=S)N2CCNCC2)cc1
→ -1, 5, 3, -4, -4, -8, 17, 4, 16, 0.0
Cc1ccc2c(n1)sc1c(-c3ccc(Br)cc3)c(C#N)c(N)nc12
→ 1, -3, 3, -4, -7, -5, -16, -3, ·, -0.1
COc1ccccc1N1CCN(C(=O)/C=C/c2ccc3c(c2)OCO3)CC1
→ 7, 14, -2, 0, 0, 8, 31, -14, 3, -0.1
